NPSR antagonist – neuropeptide S receptor (human) antagonism, cAMP | Potency, µM (highest dose often 38.3 µM), without a hit: top-dose activity change, negative = inhibition, actives largely listed as inhibitors | Q6W5P4 | 220,000 tested, 1% active | CHO-NPSR cells, cAMP TR-FRET, antagonist mode; note: potency is the fitted concentration of half-maximal effect; % is set by controls: 0 for no effect and ±100 for the full control effect; nearly all actives have a fitted effect of over 50% in size; many of its hits are not listed in these tables
Target sequence (Q6W5P4 whole entry, looked up): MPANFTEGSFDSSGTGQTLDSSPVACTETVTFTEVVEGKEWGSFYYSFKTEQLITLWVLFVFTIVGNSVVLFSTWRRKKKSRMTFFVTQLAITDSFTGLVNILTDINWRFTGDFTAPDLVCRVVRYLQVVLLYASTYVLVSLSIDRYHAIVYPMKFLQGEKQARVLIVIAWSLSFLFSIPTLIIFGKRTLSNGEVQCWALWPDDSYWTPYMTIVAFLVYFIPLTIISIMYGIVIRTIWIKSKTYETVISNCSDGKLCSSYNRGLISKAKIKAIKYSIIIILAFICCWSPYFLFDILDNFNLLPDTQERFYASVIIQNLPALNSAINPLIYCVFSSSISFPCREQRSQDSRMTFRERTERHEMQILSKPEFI
GLA spleen mod – inhibits or activates alpha-galactosidase in human spleen homogenate | Potency, µM (top dose mostly 80 µM), for inactives: at the top dose activity change, negative = inhibition, hits mostly inhibitors | 240,000 tested, 0.008% active | P06280 | human spleen homogenate, 4MU-alpha-Gal fluorescence, 40 min;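 note: potency is the fitted concentration of half-maximal effect; 0% = enzyme with vehicle and -100% = no enzyme basal signal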
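Human spleen homogenate (1 ug) was the enzyme source, with 4-methylumbelliferyl-alpha-D-galactopyranoside (1 mM final) in pH 5.0 citrate buffer with 0.01% Tween-20. Compounds were titrated; after 40 min at 37C, NaOH/glycine stop, 4-MU fluorescence read; AC50 from Hill fits.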
LMNA splice mod – modulators of lamin A splicing | HeLa LMNA splicing GFP/RFP minigene ratio, 48 h | Potency, µM (titrated, usually from 46.1 µM), inactives show at the top dose ratio change, negative = inhibition, hits mostly inhibitors | 200,000 tested, 0.01% active; active = well fitted inhibition curve with a large enough effect in the signal ratio, with a control signal flat, not every such curve was filed as active; inconclusive = small, poorly fitted or top-dose-only effect, or effect the other way, or a change in a side signal; the % refers to the signal ratio; note: potency is the fitted concentration of half-maximal effect; % is set by controls: 0 for no effect and ±100 for the full control effect
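S3 HeLa cells stably expressing lamin A-EGFP splicing minigene plus DsRed2, 600 cells/well, 48 h compound exposure at 37C. Laser-scanning cytometry; analysed as GFP (500-530 nm)/RFP (575-640 nm) total intensity ratio; 0.5% DMSO vehicle.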
IMPase Li cell – membrane-permeable IMPase blocker, potentiated with lithium; Potency, µM (highest dose often 59.4 µM), for the others: at the highest dose activity, negative = IMPase inhibition, most hits filed as inhibitors; 210,000 tested, 0.35% active; CHO-M1 cells, IP1 TR-FRET (IP-One), carbachol + lithium;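 note: IP1 builds up when IMPase is blocked and the TR-FRET signal falls; potency is the fitted concentration of half-maximal effect; plate controls were basal vehicle for no effect and high inhibitor control for full effect; nearly all actives have a fitted effect of over 50% in size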
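CHO cells stably expressing M1 receptor (2000/well, cultured 16–30 h) treated 30 min at 37C with compound plus low lithium. Cytosolic IP1 by TR-FRET (665/620 ratio and 620 channel) after 10 min lysis; AC50 by Hill fit.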
CBFb RUNX1 block – blocks binding between human CBF-beta and RUNX1 | AlphaScreen CBFb-His/RUNX1-biotin binding, biochemical | Potency, µM (titrated, usually from 59.8 µM), for the others: at the top dose activity, negative = inhibition, most hits filed as inhibitors | 230,000 tested, under 10 active; note: % of control where 0% means no effect
Target sequence (Q01196 whole entry, looked up): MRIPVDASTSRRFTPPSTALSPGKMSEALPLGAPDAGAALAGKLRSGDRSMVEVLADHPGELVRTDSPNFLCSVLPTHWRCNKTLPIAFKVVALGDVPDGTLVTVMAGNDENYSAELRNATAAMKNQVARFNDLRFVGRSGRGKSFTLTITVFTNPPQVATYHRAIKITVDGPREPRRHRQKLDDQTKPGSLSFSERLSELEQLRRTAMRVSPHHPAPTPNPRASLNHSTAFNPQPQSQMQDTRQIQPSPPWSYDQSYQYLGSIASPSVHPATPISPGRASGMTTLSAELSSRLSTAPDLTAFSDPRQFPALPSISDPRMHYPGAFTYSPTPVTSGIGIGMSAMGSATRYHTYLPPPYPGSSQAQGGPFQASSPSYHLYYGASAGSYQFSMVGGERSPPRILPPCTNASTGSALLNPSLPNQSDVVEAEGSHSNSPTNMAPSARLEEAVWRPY
Target sequence (Q13951 whole entry, looked up): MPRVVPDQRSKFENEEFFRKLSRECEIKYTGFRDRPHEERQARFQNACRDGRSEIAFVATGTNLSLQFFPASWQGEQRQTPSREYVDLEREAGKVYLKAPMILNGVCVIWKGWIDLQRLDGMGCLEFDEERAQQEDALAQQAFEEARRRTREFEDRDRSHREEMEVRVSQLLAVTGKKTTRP
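AlphaScreen proximity signal reports loss of binding between His-tagged CBF-beta and biotin-labelled RUNX1, each at 30 nM. Proteins are pre-associated for 20 minutes, compounds added for 15 minutes, then beads for 90 minutes, all at ambient temperature.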
Epigenetic reg – epigenetic control regulation, reporter derepression; murine LDR cells, GFP reporter derepression, 30 h; Potency, µM (series often up to 53.9 µM), without a hit: at the top dose GFP activation, hits mostly activators; 280,000 tested, 0.2% active; AID 1865; note: potency is the fitted concentration of half-maximal effect; % of control where 0% means no effect; nearly all actives have a fitted effect of over 60% in size
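Derepression of a silenced CMV-GFP reporter in murine LDR cells is scored by enumerating GFP-positive cells with a laser-scanning microplate cytometer after 30 hours of treatment at 37 C.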
KinaseGlo FLuc – Kinase-Glo luciferase inhibition (counter-screen); Q27757; Kinase-Glo luciferase, ATP luminescence, 8 min; Potency, µM (titrated, usually from 38.3 µM), inactives show at the highest dose activity change, negative = inhibition, usual class: inhibitors; 200,000 tested, 0.28% active; AID 1379; note: potency is the fitted concentration of half-maximal effect; % is set by controls: 0 for no effect and ±100 for the full control effect; nearly all actives have a fitted effect of over 60% in size
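Compound is pinned into ATP-containing buffer (10 uM ATP, imidazole pH 7.2, 7 mM MgCl2). Kinase-Glo luciferase reagent is then added. Light output is recorded following an 8-min room-temperature incubation.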
* = called active by the depositor; ? = inconclusive; / = not tested or not shown; [ ] = dose if it differs, or a comment. Unless noted, calls come from the whole dose curve; as a rule, active = well fitted curve in the direction sought with a large enough effect; inconclusive = small, poorly fitted or top-dose-only effect, or another doubt; inactive = no such curve, though single readings can be large; an effect the other way counts as inactive or inconclusive. Some of the compounds tested, so the mix of outcomes need not match the whole.

Sequence of screens: LMNA splice mod, GLA spleen mod, NPSR antagonist, IMPase Li cell, Epigenetic reg, CBFb RUNX1 block, KinaseGlo FLuc
1: Cc1csc(NC(=O)c2cc(=O)[nH]c3ccc(S(=O)(=O)N4CCOCC4)cc23)n1
→ /, 3%, 14%, 3%, -0.5%, ?, 1%
2: O=C(Cc1ccccc1)N/N=C/c1ccc([N+](=O)[O-])s1
→ ?, -14%, 8%[46.1 µM], 22%[38.3 µM], -2.7%, -5%, 2%
3: CCOC(=O)c1c(NC(=O)CN2C(=O)NC3(CCCCCC3)C2=O)sc(C)c1-c1ccc(C)cc1
→ ?, 4%, -31%, 3%, 5.8%, -6%, 1%
4: O=C(O)COc1c(Cl)cc(/C=C2\NC(=O)NC2=O)cc1Br
→ 20%[46 µM], -7%, 11%, 20%, -3.5%, 0%, -6%
5: Cc1ccc(NC(=O)CSc2ncccn2)cc1F
→ /, -4%, 11%, -5%, 4.3%, 15%, -1%
6: O=C(NNc1ccccc1F)C1CCC1
→ /, 7%, -9%, /, -3.3%, 2%, /
7: CC1CC(C)CN(C(=O)C(NS(=O)(=O)c2ccc3c(c2)oc(=O)n3C)C(C)C)C1 (stereo not given)
→ 1%, 12%, -4%[46.1 µM], 12%[38.3 µM], 0.7%, 0%, -4%
8: O=C(Oc1ccccc1)N1CCC2(CC1)CCN(c1cccc(-c3ccccc3)c1)CC2
→ /, 1%, /, 22%, /, /, -4%
9: O=C(COc1cccc(Cl)c1)Nc1ccc(N2CCOCC2)cc1
→ -1%, -8%, -11%[46.1 µM], 1%[38.3 µM], -0.2%, -5%, 2%
10: Cc1ccc(OCC(=O)N/N=C2/SCC(=O)N2Cc2ccccc2)cc1
→ -2%, 4%, -6%, -10%, 0.0%, 8%, 1%
11: Cc1ccc(C2C(=O)N(C3CCC(C)CC3)CC(=O)N2C2CC2)cc1 (stereo not given)
→ 3%, 1%, -14%[46.1 µM], /, 0.8%, 4%, /
12: COc1ccc(CC(=O)c2c(O)cc(O)cc2O)cc1OC
→ -6%, -5%, -25%[46.1 µM], 3%[38.3 µM], -3.2%, -7%, 3%
13: Cc1ccc(NC(=O)c2nc[nH]c2C(=O)N[C@@H](C)c2ccccc2)cc1
→ /, 1%, ?, 3%, 0.1%, 8%, /
14: CC(=O)Nc1cccc(-c2csc(Nc3cc(C)ccn3)n2)c1
→ ?, -3%, -14%[46.1 µM], 18%[38.3 µM], 1.4%, 1%, -3%
15: COc1ccc(/C=N/NC(=O)CNc2n[nH]c(=O)[nH]c2=O)cc1OC
→ -10%, -5%, 23%, 1%, -1.0%, 4%, 2%
16: CC(=O)Nc1ccc(OCC(O)Cn2c(CO)nc3ccccc32)cc1 (stereo not given)
→ 26%[46 µM], 9%, 12%, -13%, 0.0%, -22%, 1%
17: O=C(c1ccco1)N1N=C(c2ccc3nccnc3c2)CC1c1ccccc1 (stereo not given)
→ ?, 3%, -30%, 11%, -0.1%, -11%, 0%
18: c1csc(-c2ccc3ccccc3n2)c1
→ -1%, 9%, 21%[46.1 µM], 2%[38.3 µM], -1.4%, 13%, -9%
19: CC(=O)/C(=C\N(C)C)Sc1ccc(C)cc1
→ /, -3%, 5%, /, 0.1%, 10%, /
20: CCN1CCCC1CNC(=O)C(=O)NC(C)c1ccccc1 (stereo not given)
→ 11%[46 µM], 7%, -15%, 10%, 1.1%, 7%, 1%

Following part
Sequence of screens: LMNA splice mod, GLA spleen mod, NPSR antagonist, IMPase Li cell, Epigenetic reg, CBFb RUNX1 block, KinaseGlo FLuc
21: CC(=O)NCCn1c(SCC(=O)OCc2ccccc2)nc2ccccc2c1=O
→ 5%, -3%, -1%[46.1 µM], 2%[38.3 µM], 0.0%, -2%, 2%
22: CCN(CC)CCN(C(=O)c1ccc2c(c1)CCCC2)c1nc2ccc(F)cc2s1
→ -14%[9.22 µM], 6%, ?, 4%, -6.5%, 0%, -1%
23: Cc1ccc(S(=O)(=O)NCC(c2cccnc2)N(C)C)cc1 (stereo not given)
→ 1%, 0%, 4%[46.1 µM], -2%[38.3 µM], 5.7%, 1%, -8%
24: CCOC(=O)C(NC(=O)CC)(Nc1cc(C)on1)C(F)(F)F (stereo not given)
→ -2%, -3%, 2%[46.1 µM], 7%[38.3 µM], 4.1%, 6%, -1%
25: CCCCCCCCNc1nc(Cl)nc(NCCN2CCOCC2)n1
→ -9%[46 µM], 11%, 2%, 3%, 2.3%, 6%, 0%
26: O=C(O)CCN1C(=O)C2C3c4ccccc4C(c4ccccc43)C2C1=O (stereo not given)
→ /, 8%, 5%, /, 2.6%, -2%, /
27: COCCC(=O)NNS(=O)(=O)c1ccc(Cl)cc1
→ -4%, -3%, 16%, -6%, 0.1%, 6%, 10%
28: S=C(Nc1ccccc1)N1N=CCC1c1ccccc1 (stereo not given)
→ 0%, 2%, -9%[46.1 µM], 4%[38.3 µM], 1.6%, 2%, -5%
29: Clc1cc(-c2ccc(/C=N/n3cnnc3)o2)ccc1Br
→ 6%[46 µM], -7%, -6%, 0%, -2.9%, -3%, -1%
30: Cc1ccc(NC(=S)Nc2c(C)n(C)n(-c3ccccc3)c2=O)cc1
→ -12%, ?, 21%, -4%, 4.9%, 3%, -2%
31: CCC1CCCCN1C(=O)CSc1nnc(CNC(=O)COc2ccc(Cl)cc2)o1 (stereo not given)
→ 5%, 8%, -9%[46.1 µM], 27%[38.3 µM], 1.9%, -3%, 4%
32: O=C(CCCCCn1c(=O)[nH]c2ccsc2c1=O)NCc1ccc(F)cc1
→ 0%, 1%, -13%[46.1 µM], 13%[38.3 µM], -1.4%, 0%, -2%
33: O=C(CSc1nnc(-c2ccccc2)c(-c2ccccc2)n1)N1CCOCC1
→ 1%, 7%, -9%[46.1 µM], -6%[38.3 µM], -1.6%, 4%, -1%
34: COc1ccc(C(CNC(=O)c2cc(F)c(F)c(F)c2F)N2CCOCC2)cc1 (stereo not given)
→ -8%[46 µM], 5%, -2%, -12%, 4.3%, 14%, 3%
35: CC1CCN(S(=O)(=O)c2cccc(C(=O)Nc3ccccn3)c2)CC1
→ ?, 3%, -18%[46.1 µM], 18%[38.3 µM], 0.0%, 5%, 3%
36: COc1cc(-c2n[nH]c(=S)n2-c2ccccc2C(F)(F)F)cc(OC)c1OC
→ /, -5%, 18%[7.67 µM], /, -0.3%, 2%, /
37: CC(C(=O)Nc1ccccc1Sc1ccccc1)N(c1ccccc1)S(C)(=O)=O (stereo not given)
→ 5%, -3%, ?, 11%[38.3 µM], 0.0%, 4%, 3%
38: Cc1ccc(-n2c(SCC(=O)NCc3ccco3)nc3c(sc4ccccc43)c2=O)cc1
→ ?, 5%, -34%, 4%, 1.0%, -7%, -1%
39: COCCN1Cc2cccc(C(=O)NCc3ccccc3OC)c2C1=O
→ 4%, 11%, -13%[46.1 µM], 19%[38.3 µM], -1.1%, 1%, 2%
40: FC(F)(F)c1ccccc1-c1ccc2ncnc(NCCN3CCOCC3)c2c1
→ -11%, 2%, /, 6%, /, /, /

New compounds follow:
Sequence of screens: LMNA splice mod, GLA spleen mod, NPSR antagonist, IMPase Li cell, Epigenetic reg, CBFb RUNX1 block, KinaseGlo FLuc
41: O=C(CN1CCc2ccccc2C1)c1cccs1
→ 6%, -12%, -25%[46.1 µM], -19%[38.3 µM], 8.0%, 4%, 5%
42: CCOc1ccc(NC(=O)CCC(=O)NNC(=O)Nc2cccc(Cl)c2)cc1
→ -9%[46 µM], -4%, 2%, -7%, -1.1%, 1%, -2%
43: C#CC1(NC(=O)N(C)C)CCCCC1
→ /, 6%, -20%, -4%, -0.2%, 4%, /
44: Nn1cc(-c2ccccc2)nc1SCC(=O)NCC1CCCO1 (stereo not given)
→ -27%[46 µM], 4%, 13%, 2%, -2.8%, -3%, 0%
45: CN(C)c1nc(OCCNC(=O)COc2ccc(Cl)cc2Cl)nc(N2CCOCC2)n1
→ -5%, -1%, -14%[46.1 µM], 27%[38.3 µM], -1.0%, 12%, -3%
46: Nc1nnc(SCC(=O)N2CCN(c3ccccc3)CC2)n1-c1ccccc1
→ 9%, -14%, ?, 19%[38.3 µM], 0.0%, 2%, 3%
47: COC(=O)c1ccc(CSc2ccc3nnc(-c4ccc(OC)cc4)n3n2)o1
→ -14%[46 µM], 7%, -4%, 2%, 2.2%, 2%, 2%
48: CC1CCC(NC(=O)Cn2c3c(c(-c4ccccc4Cl)cc2=O)CCC3)CC1 (stereo not given)
→ ?, -4%, -24%[46.1 µM], -3%[38.3 µM], 0.0%, 8%, -1%
49: Cc1c(-c2ccccc2)n[nH]c1C(=O)N=Nc1c(O)[nH]c2ccccc12
→ ?, -8%, -25%, 12%, 2.2%, ?, -18%
50: COc1ccc(-c2cnc(OC(C)(C)C)nc2OC(C)(C)C)cc1OC
→ 6%, -7%, ?, 14%[38.3 µM], 5.1%, 0%, -3%
51: CCOC(=O)NC(NCC(O)c1ccccc1)(C(F)(F)F)C(F)(F)F (stereo not given)
→ -3%, -9%, -7%[46.1 µM], -6%, 0.9%, 14%, -2%
52: CN(CC(=O)Nc1ccc(N2CCOCC2)cc1)C(=O)CC(c1ccccc1)c1ccccc1
→ ?, 0%, -18%, -1%, -1.1%, -7%, 0%
53: Cc1cc(C(=O)NCCC(C)C)c2ccccc2n1
→ /, -2%, 4%[7.67 µM], /, 1.1%, 2%, /
54: N/C(=N\OS(=O)(=O)c1ccc2ccccc2c1)c1cccnc1
→ ?, -2%, -30%, -1%, -4.3%, 2%, 0%
55: COc1ccccc1NS(=O)(=O)c1cccc(C(=O)N/N=C/c2ccc(OCC(=O)O)cc2)c1
→ -17%[46 µM], -2%, 0%, 3%, -2.8%, -3%, 2%
56: CC(=O)NCCNc1cc(-c2ccccc2C(F)(F)F)ncn1
→ 5%, 5%, /, 6%, /, /, /
57: CCOC(=O)c1cc(-c2csc(N/N=C/c3ccccc3Cl)n2)on1
→ /, 0%, 52%, /, -1.2%, 0%, /
58: Cn1c(=O)c2cc(S(=O)(=O)NCCC(=O)NCC3CCCO3)ccc2n(C)c1=O (stereo not given)
→ 7%, 6%, 1%[46.1 µM], 11%[38.3 µM], -2.1%, 8%, -1%
59: COc1ccc(OC)c(C(C(=O)NCc2ccco2)N(C(=O)Cn2nnc3ccccc32)C(C)C)c1 (stereo not given)
→ -3%, 5%, -5%[46.1 µM], 21%[38.3 µM], 0.0%, 2%, 0%

Screening results: PubChem BioAssay, National Center for Advancing Translational Sciences (NCATS)
